AMA1-RON2 inh = qHTS for Inhibitors of AMA1-RON; Towards Development of Antimalarial Drug Lead: Primary Screen; AlphaScreen AMA1-biotinylated RON2 peptide binding; Potency, µM (highest dose often 58.2 µM), inactives show top-dose activity change, negative = inhibition, hits mostly inhibitors; Plasmodium falciparum AMA1 (3D7) - RON2 peptide interaction; hit rate 0.2% among 360,000;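 also: potency is read from the fitted curve at half-maximal effect; 0% = vehicle wells and -100% = peptide control; nearly all actives have a fitted effect of over 45% in size; some results filed as inactive show a strong effect at the top dose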
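AMA1 (3D7) with his tag at 25 nM final met compounds first, then biotinylated RON2 peptide at 25 nM; detection used donor plus acceptor beads, 10 µg/mL apiece, read by AlphaScreen after 30 min at room temperature.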
HCV inh = qHTS Assay for Inhibitors of Hepatitis C Virus (HCV). Huh7.5.1 HCVcc-Cre infection, luciferase reporter, 44 h. Potency, µM (top dose mostly 41.8 µM), for the others: at the top dose activity change, negative = inhibition, most hits filed as inhibitors. hit rate 3.4% among 340,000; also: potency is read from the fitted curve at half-maximal effect
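Luciferase read-out (15 sec integration) after a 15 min room-temperature substrate step quantifies HCVcc-Cre infection. Cells, 1,000 per well, had compound added 4 h post-plating, then virus at ~0.5 moi, and were cultured 44 h.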
TbPYK inhibitor = qHTS of Trypanosoma Brucei Inhibitors. pyruvate kinase (Trypanosoma brucei), Q57TT1. TbPYK enzyme, Kinase-Glo Plus ATP luminescence, 45 min. Potency, µM (titrated, usually from 76.8 µM), for the others: at the highest dose activity, negative = inhibition, most hits filed as inhibitors. hit rate 0.12% among 410,000. AID 624173, 2012; also: potency is read from the fitted curve at half-maximal effect; nearly all actives have a fitted effect of over 50% in size
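Enzyme and substrate buffer are dispensed first and compound is pin-transferred. ADP at 130 uM final then starts the reaction, which runs 45 min at room temperature. Detection reagent is added for 10 min before luminescence is imaged.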
AmpC no deterg = qHTS Inhibitors of AmpC Beta-Lactamase (assay without detergent); P00811; AmpC nitrocefin hydrolysis, absorbance 480 nm, 0.0001% Triton; Potency, µM (highest dose often 57.1 µM), inactives show at the top dose activity change, negative = inhibition, most hits filed as inhibitors; hit rate 0.52% among 330,000; AID 485341, 2010;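 also: potency is read from the fitted curve at half-maximal effect; plate controls were no compound for no effect and no enzyme for full effect; nearly all actives have a fitted effect of over 20% in size; some results filed as inactive show a strong effect at the top dose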
Target sequence (P00811 whole entry, looked up): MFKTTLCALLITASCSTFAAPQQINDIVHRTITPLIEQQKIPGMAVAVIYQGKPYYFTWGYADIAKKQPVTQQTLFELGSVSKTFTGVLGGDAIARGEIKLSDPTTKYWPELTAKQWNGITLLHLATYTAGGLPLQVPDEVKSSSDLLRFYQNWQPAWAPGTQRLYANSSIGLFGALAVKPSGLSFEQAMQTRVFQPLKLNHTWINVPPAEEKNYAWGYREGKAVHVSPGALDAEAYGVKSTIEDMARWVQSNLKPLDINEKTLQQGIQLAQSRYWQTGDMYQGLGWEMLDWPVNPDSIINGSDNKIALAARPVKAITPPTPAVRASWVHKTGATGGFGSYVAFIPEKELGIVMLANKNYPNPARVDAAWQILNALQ
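AmpC (5.3 nM in the dispensed reagent) in 20 mM phosphate pH 7.0 with 0.01% (detergent screen) or 0.0001% Triton X-100 was preincubated with compounds for 15 min at room temperature. Nitrocefin was then added from an 800 uM solution, and hydrolysis was followed at 480 nm.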
HCMV antiviral = qHTS Assay for inhibitors of the human cytomegalovirus (HCMV) | hit rate 4.5% among 410,000 | HFF cells, HCMV-luciferase reporter, 72 h; active compounds read low | activity change, negative = inhibition, % at 57.5 µM; in the data active = activity change below about -60%; inconclusive = no clear call, values can overlap the other calls; inactive = above about -39%
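After 16 h attachment at 37C, HFF cells received test compound and HCMV-luciferase (1 PFU/cell); reporter luminescence read 72 h later, data normalized against buffer-only and known inhibitor Salinomycin.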
LmPK inh = qHTS Assay for Inhibitors of Leishmania Mexicana Pyruvate Kinase (LmPK); Q27686; purified LmPK, Kinase-Glo ATP luminescence, 1 h; Potency, µM (top dose mostly 57.5 µM), for the others: at the top dose activity change, negative = inhibition, usual class: inhibitors; hit rate 0.37% among 290,000; AID 1721, 2009; also: potency is read from the fitted curve at half-maximal effect
Target sequence (Q27686 whole entry, looked up): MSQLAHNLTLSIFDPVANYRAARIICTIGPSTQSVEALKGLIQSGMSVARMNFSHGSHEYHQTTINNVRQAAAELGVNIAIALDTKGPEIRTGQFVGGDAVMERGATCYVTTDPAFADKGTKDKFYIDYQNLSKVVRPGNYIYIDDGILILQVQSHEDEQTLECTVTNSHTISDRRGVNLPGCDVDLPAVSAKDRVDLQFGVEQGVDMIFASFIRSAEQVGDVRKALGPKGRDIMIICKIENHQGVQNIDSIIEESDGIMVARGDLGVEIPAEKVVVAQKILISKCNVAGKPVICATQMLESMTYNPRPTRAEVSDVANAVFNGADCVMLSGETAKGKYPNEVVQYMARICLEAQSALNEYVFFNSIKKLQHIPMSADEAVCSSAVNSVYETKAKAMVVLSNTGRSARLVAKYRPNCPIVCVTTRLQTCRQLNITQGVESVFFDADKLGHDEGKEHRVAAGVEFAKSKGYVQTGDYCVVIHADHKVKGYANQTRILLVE
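Purified LmPK (0.1 nM) with 0.5 mM PEP and 0.1 mM ADP in imidazole buffer pH 7.2 with MgCl2/KCl, 1 h at room temperature. ATP formed was read by luciferase luminescence and normalized to no-enzyme and uninhibited controls.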
AmpC inh detg = qHTS Inhibitors of AmpC Beta-Lactamase (assay with detergent); AmpC hydrolysis of nitrocefin, absorbance 480 nm, 0.01% Triton; Potency, µM (top dose mostly 114 µM), for inactives: top-dose activity change, negative = inhibition, usual class: inhibitors; hit rate 0.041% among 370,000;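 also: potency is read from the fitted curve at half-maximal effect; 0% = no-compound wells and -100% = no-enzyme wells; nearly all actives have a fitted effect of over 25% in size; some results filed as inactive show a strong effect at the top dose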
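20 mM phosphate pH 7.0 + 0.01% (detergent screen) or 0.0001% Triton X-100; 5.3 nM AmpC reagent; cpd preinc 15 min RT; nitrocefin (800 uM stock) to start; A480 q20 s × 4 min; Activity was normalised to no-enzyme and no-compound control wells.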
Numbers without * were called inactive; ? = inconclusive; / = not tested or not shown; [ ] = remark or other dose. Unless noted, calls follow the shape of the dose curve; as a rule, active = well fitted curve in the direction sought with a large enough effect; inconclusive = small, poorly fitted or top-dose-only effect, or another doubt; inactive = no such curve, though single readings can be large; an effect the other way counts as inactive or inconclusive. Unless noted, % is scaled to controls: 0 for no effect and ±100 for the full control effect.

SMILES | AMA1-RON2 inh | HCV inh | TbPYK inhibitor | AmpC no deterg | HCMV antiviral | LmPK inh | AmpC inh detg
COc1cccc(CNc2nnnn2C)c1OC | -6% | 9% | 6% | -13% | 10 | 6% | -6%
Cc1ccc(NC(=O)/C(C#N)=C/c2cc(C)n(-c3ccc(N4CCOCC4)c([N+](=O)[O-])c3)c2C)c(C)c1 | 0% | ? | 0% | -9% | -7 | 2% | -7%
NC(=O)c1ccccc1NC(=O)Nc1ccc(F)c(Cl)c1 | -1% | -17% | -3% | -26% | -3 | -12% | 5%
Cc1ccc(CSc2nnc(C)c(=O)n2N)cc1 | 28% | -4% | -11% | -5% | 5 | -4% | ?
c1ccc(OCC2CO2)cc1 (stereo not drawn) | 11% | 45%[activator] | -6% | -15% | -1 | / | -11%
CC(=O)c1ccc(N2CCN(C(=O)c3cc(-c4ccc5c(c4)OCO5)nc4ccccc34)CC2)cc1 | -4% | ? | 5% | 30% | 66 | 3% | 5%
CN(Cc1c(F)cccc1Cl)C(=O)c1ccc2ccccc2n1 | 4% | 7% | 5% | -9% | -29 | -2% | -2%
O=C(c1ccc(C(F)(F)F)cc1)N(CCCn1ccnc1)C(c1ccccn1)c1nc2ccccc2[nH]1 (stereo not drawn) | 59%[activator] | / | -6% | / | 29 | / | /
CCCCOC(=O)Cc1c(O)c2ccccc2[nH]c1=O | -1% | 17% | -1% | -14% | 12 | 10% | -5%
CC1(C(=O)NCc2ccccc2Br)CCN1Cc1csc2ccccc12 (stereo not drawn) | -11% | / | -7% | / | -25 | / | /
O=C(CSc1nc2c(c(=O)n1-c1ccccc1)SCC2)N1CCOCC1 | -8% | -11% | 4% | -19% | -4 | 1% | -9%
O=C(COC(=O)c1ccc(O)cc1O)NC(=O)c1ccccc1 | -7% | 18% | 4% | / | 19 | / | /
Nc1cc[n+](CC(=O)c2ccc3c(c2)OCCO3)cc1 | 3% | ? | -5% | -2% | -82* | -2% | 11%
N#CCCN(Cc1cccnc1)S(=O)(=O)c1ccc2ccccc2c1 | -6%[11.6 µM] | -2% | 2% | 5% | -29 | / | -9%
COc1ccc(NC(=O)c2cc3c(=O)n4ccccc4nc3n2C)c(OC)c1 | 22% | -28% | 4% | -10% | -6 | -1% | ?
NS(=O)(=O)c1cccc(NC(=O)CSc2nn(-c3ccccc3)c(=S)s2)c1 | -8% | ? | 5% | -32% | -20 | 5% | ?
O=C(CCc1nnc2ccc(NCc3ccccc3)nn12)NCC1CCN(C2CCCC2)C1 (stereo not drawn) | 4% | 2% | 1% | 106%[activator] | -30 | -15% | -2%
Nc1cccc2cccc([N+](=O)[O-])c12 | ? | 19% | 2% | / | 17 | / | /
COc1cc(NC(=S)NCc2ccc(S(N)(=O)=O)cc2)c(OC)cc1Cl | -3% | -1% | -26% | -25% | -35 | -1% | ?
NNC(=O)c1[nH]c(-c2ccccc2)cc1-c1ccccc1 | 96%[activator] | 9% | -5% | -22% | -28 | 8% | -9%
COc1ccccc1N1CCN(C(=O)c2ccc3c(=O)n4c(nc3c2)CCCCC4)CC1 | -7% | 12% | -6% | 170%[activator] | 16 | / | 1%
COc1ccc(C)cc1NC(=O)Cn1c(=O)ccc2cc(S(=O)(=O)N3CCCC3)ccc21 | / | / | 0% | / | -22 | / | -6%
COc1cc(OC)cc(C(=O)Nc2ccc3c(c2)n(C)c(=O)n3C)c1 | -7% | ? | 0% | 0% | 72 | 3% | 0%
Cc1cc(C(=O)CN2CCN(CC(=O)Nc3cccc(F)c3)CC2)c(C)n1C1CC1 | 20%[11.6 µM] | 1% | 22% | 73%[activator] | 31 | / | 7%
CC1CCCCC1NC(=O)c1ccc(-n2cncn2)cc1 (stereo not drawn) | -6% | 6% | 0% | -5% | 5 | / | /

Shown in markdown: 10 of the compounds above
| mol | AMA1-RON2 inh | HCV inh | TbPYK inhibitor | AmpC no deterg | HCMV antiviral | LmPK inh | AmpC inh detg |
| --- | --- | --- | --- | --- | --- | --- | --- |
| COc1cccc(CNc2nnnn2C)c1OC | -6% | 9% | 6% | -13% | 10 | 6% | -6% |
| Cc1ccc(NC(=O)/C(C#N)=C/c2cc(C)n(-c3ccc(N4CCOCC4)c([N+](=O)[O-])c3)c2C)c(C)c1 | 0% | ? | 0% | -9% | -7 | 2% | -7% |
| NC(=O)c1ccccc1NC(=O)Nc1ccc(F)c(Cl)c1 | -1% | -17% | -3% | -26% | -3 | -12% | 5% |
| Cc1ccc(CSc2nnc(C)c(=O)n2N)cc1 | 28% | -4% | -11% | -5% | 5 | -4% | ? |
| c1ccc(OCC2CO2)cc1 (stereo not drawn) | 11% | 45%[activator] | -6% | -15% | -1 | / | -11% |
| CC(=O)c1ccc(N2CCN(C(=O)c3cc(-c4ccc5c(c4)OCO5)nc4ccccc34)CC2)cc1 | -4% | ? | 5% | 30% | 66 | 3% | 5% |
| CN(Cc1c(F)cccc1Cl)C(=O)c1ccc2ccccc2n1 | 4% | 7% | 5% | -9% | -29 | -2% | -2% |
| O=C(c1ccc(C(F)(F)F)cc1)N(CCCn1ccnc1)C(c1ccccn1)c1nc2ccccc2[nH]1 (stereo not drawn) | 59%[activator] | / | -6% | / | 29 | / | / |
| CCCCOC(=O)Cc1c(O)c2ccccc2[nH]c1=O | -1% | 17% | -1% | -14% | 12 | 10% | -5% |
| CC1(C(=O)NCc2ccccc2Br)CCN1Cc1csc2ccccc12 (stereo not drawn) | -11% | / | -7% | / | -25 | / | / |

More compounds follow.
SMILES | AMA1-RON2 inh | HCV inh | TbPYK inhibitor | AmpC no deterg | HCMV antiviral | LmPK inh | AmpC inh detg
CCS(=O)(=O)n1nc(-c2ccc(Cl)cc2)nc1N | 0% | -18% | 0% | -20% | 229 | -2% | 1%
CSc1ccc(CCNC(=O)c2cnc3c(C)cccn3c2=O)cc1 | / | / | 0% | / | 19 | / | 5%
O=C(Nc1ccc(OC(F)F)cc1)c1cc(S(=O)(=O)N2CCOCC2)ccc1F | 10% | 0% | 0% | -2% | 1 | -3% | 6%
O=C(Nc1c2c(nn1-c1ccccc1)CS(=O)(=O)C2)c1ccc2c(c1)OCO2 | 9% | / | -6% | -19% | 43 | -4% | ?
C=CCc1ccccc1OCC(O)CN1CCN(c2ccccc2)CC1 (stereo not drawn) | / | / | -3% | / | -31 | / | -10%
Cn1c(=O)c2cc(S(=O)(=O)Nc3cccc(F)c3)ccc2n(C)c1=O | 13% | ? | -10% | -21% | -27 | -3% | 1%
Cn1cnnc1SCC(=O)NC1CCCC1 | -5% | 22% | 3% | -10% | 15 | 0% | 3%
O=C(c1ccc(-c2ccc([N+](=O)[O-])cc2)o1)N1CCCCCCC1 | 0% | ? | ? | -9% | 0 | / | -6%
O=C(NCc1ccco1)C1CCN(c2nnc(-n3cccc3)s2)CC1 | -5% | -10% | -6% | 0.79µM* | -67* | 2% | 4%
S=C(NC1CCCCC1)N1CCN(c2ccccn2)CC1 | -24% | -10% | 0% | -13% | 9 | 0% | -9%
COc1ccc(Nc2nc3ccccc3n3cnnc23)cc1 | 19% | 20µM* | 1% | 41% | 36 | 5% | -6%
CCOc1ccc(N/C(SCc2cccc([N+](=O)[O-])c2)=C(/C#N)C(N)=O)cc1 | -14% | -11% | 4% | -20% | ? | -4% | 2%
CCOc1cc(/C=C2/NC(=O)NC2=O)cc(Br)c1OCc1ccc(C(=O)O)cc1 | 18% | -1% | -11% | -28% | -20 | -12% | 2%
COc1cc(/C=N/O)c(Br)cc1OCC(=O)Nc1ccccc1C | -1% | -28% | 5% | -52% | 7 | 5% | -4%
N#Cc1ccc(N2CCOCC2)nc1 | -4% | 36%[activator] | -4% | -20% | 26 | -4% | -2%
Cc1ccc(C2=C/C(=C/c3cccnc3)C(=O)O2)c(C)c1 | 25% | 5% | -9% | -19% | -19 | 1% | -5%
O=C1c2ccccc2NC(c2ccc(-c3ccccc3F)o2)N1O (stereo not drawn) | / | / | 4% | -25% | -27 | / | 5%
Cc1ccccc1NC(=O)CCN1C(=O)c2ccccc2Sc2ncccc21 | / | / | 1% | / | -25 | / | ?
CCCS(=O)(=O)N1CCCC(C(=O)Oc2ccc(Cl)cc2)C1 (stereo not drawn) | 1% | 6% | -12% | -4% | -4 | -2% | ?
c1ccc2c(Nc3nc(-c4ccncc4)nc4ccccc34)cccc2c1 | 9% | ? | 9% | 2% | 85 | 0% | 3%
CC1=C(C(=O)OCc2ccccc2)C(c2ccccc2Cl)NC(=O)N1CCCC(=O)O (stereo not drawn) | 0% | 31%[activator] | 1% | -22% | / | 2% | 3%
CC1(C)NC(=O)N(CCOCCOc2ccc3ccccc3c2Br)C1=O | -4% | ? | -2% | 120%[activator] | 74 | 9% | -11%
Cc1nc(C(F)(F)F)nc(Nc2ccc(Br)cc2)c1C#N | 1% | -10% | -5% | -16% | 4 | -3% | -10%
Cc1ccsc1C(=O)OCc1nnc(-c2ccccc2)o1 | 27% | 0% | 1% | -19% | -16 | / | /
COc1ccc(N2C(=O)c3ccccc3NC23CCC(C)CC3)cc1 (stereo not drawn) | 10% | 13% | -5% | -35% | 64 | 2% | ?

(listing goes on)
SMILES | AMA1-RON2 inh | HCV inh | TbPYK inhibitor | AmpC no deterg | HCMV antiviral | LmPK inh | AmpC inh detg
CCSC1=C(C#N)C(c2ccc(F)cc2)CC(=O)N1 (stereo not drawn) | -4% | ? | 0% | -13% | -2 | -1% | ?
CCCC(=O)Nc1ccc2nc(SCC(=O)Nc3nccs3)sc2c1 | 20% | 0% | -13% | ? | 26 | -5% | -4%
Oc1cc(Cl)ccc1Oc1ccc(Cl)cc1Cl | 25% | -12% | -3% | / | -34 | / | /
COc1ccc(NC(=O)COC(=O)c2cc(OC)c(OC)cc2NC(=O)c2ccco2)cc1OC | 18% | -23% | 3% | 2% | -66* | 2% | ?
NC1=NC(c2cccc(Cl)c2)N(CCc2ccc(F)cc2)C(N)=N1 (stereo not drawn) | 5% | 2% | 3% | -20% | -26 | -4% | -5%
O=C(O)/C=C/C(=O)N1CCN(C(c2ccccc2)c2ccccc2)CC1 | -2% | ? | -3% | 21% | 5 | 8% | -6%
CSCCC(NS(=O)(=O)c1ccc(C)cc1)C(=O)NCC(C)(C)N1CCOCC1 (stereo not drawn) | 6% | ? | 2% | -5% | -2 | / | ?
